Assay outcomes deposited in PubChem by several laboratories.
BCLXL inh = inhibitors of human Bcl-xL. Q07817. inhibition, % at 10.9 µM. GST-Bcl-xL / FITC-Bim BH3 peptide fluorescence polarization. 320,000 compounds, 0.7% hits;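 active = inhibition above the mean of all tested compounds plus 3 SD, cutoff set per campaign, cut at about 30% in these data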;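 note: 0% = DMSO wells and 100% = unlabeled Bim-BH3 peptide competitor; inhibitors lower millipolarization by displacing the labeled peptide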
PME-1 inh = blocks human protein phosphatase methylesterase 1; Q9Y570; recombinant PME-1, FP-Rh probe fluorescence polarization; inhibition, % at 5.9 µM; AID 2130; 320,000 compounds, 0.53% hits;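 active = inhibition above the campaign mean of all compounds plus 3 SD, cut at about 26% in these data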;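 note: competitive labeling of PME-1 active site by serine hydrolase directed probe; 0% = PME-1 with DMSO and 100% = wells lacking PME-1 enzyme; inhibitors block probe labeling so polarization falls and inhibition rises; many of its hits are not listed in these tables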
MEX-5 binding = C. elegans MEX-5 TCR-2 RNA binding activity; MEX-5/FITC-TCR2 RNA binding, fluorescence polarization; active compounds read low; Q9XUB2; AID 1832; activity score (negative = inhibition of binding), % at 10 µM; 300,000 compounds, 0.38% hits;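 active = inhibition past about -25% in most replicates, and total fluorescence under double the plate's negative control median, limit read from the data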;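 note: 0% = DMSO and -100% = 5 µM competing unlabeled TCR2 RNA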
Target sequence (Q9XUB2 whole entry, looked up): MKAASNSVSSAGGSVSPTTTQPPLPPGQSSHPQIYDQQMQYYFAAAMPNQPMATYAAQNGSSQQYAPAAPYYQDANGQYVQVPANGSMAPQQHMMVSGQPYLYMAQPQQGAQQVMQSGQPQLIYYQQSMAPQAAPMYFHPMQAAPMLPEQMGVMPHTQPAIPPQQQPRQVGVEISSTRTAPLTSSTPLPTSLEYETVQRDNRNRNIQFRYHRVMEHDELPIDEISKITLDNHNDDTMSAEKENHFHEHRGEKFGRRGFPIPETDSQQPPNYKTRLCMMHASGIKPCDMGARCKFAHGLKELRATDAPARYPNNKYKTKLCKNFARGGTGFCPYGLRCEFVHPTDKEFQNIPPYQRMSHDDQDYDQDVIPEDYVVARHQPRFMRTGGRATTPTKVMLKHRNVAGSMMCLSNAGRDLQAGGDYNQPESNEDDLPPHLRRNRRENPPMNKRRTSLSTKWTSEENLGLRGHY
GLD-1 TGE inh = GLD-1-TGE RNA interaction inhibition (C. elegans); inhibition, % at 5.96 µM; Q17339; 320,000 compounds, 0.44% hits; purified GLD-1 + fluorescein TGE RNA, fluorescence polarization;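 active = percent inhibition above a per-plate cutoff, the plate mean of test compounds plus 3 SD, cut at about 30% in these data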;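 note: 0% = DMSO wells with GLD-1 and probe and 100% = wells lacking GLD-1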
Target sequence (Q17339 whole entry, looked up): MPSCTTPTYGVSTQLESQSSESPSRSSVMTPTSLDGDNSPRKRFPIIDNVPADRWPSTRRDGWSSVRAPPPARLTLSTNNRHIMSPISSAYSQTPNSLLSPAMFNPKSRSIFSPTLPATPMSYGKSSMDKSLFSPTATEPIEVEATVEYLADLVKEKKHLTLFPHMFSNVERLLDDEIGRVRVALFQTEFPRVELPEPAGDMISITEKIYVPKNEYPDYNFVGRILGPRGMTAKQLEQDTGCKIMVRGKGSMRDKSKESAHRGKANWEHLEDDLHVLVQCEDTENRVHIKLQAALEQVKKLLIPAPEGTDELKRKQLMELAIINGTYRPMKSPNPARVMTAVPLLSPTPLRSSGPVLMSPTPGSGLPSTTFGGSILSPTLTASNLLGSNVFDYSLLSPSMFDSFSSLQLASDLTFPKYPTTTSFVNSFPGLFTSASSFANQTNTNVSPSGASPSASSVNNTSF
PAD4 inh = inhibitors of human PAD4 | Q9UM07 | recombinant PAD4, RCA probe fluorescence polarization | inhibition, % at 6.36 µM | 330,000 compounds, 0.41% hits | AID 485272;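 active = percent inhibition above a cutoff equal to the mean of all tested compounds plus 3 SD, cut at about 15% in these data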;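 note: 0% = PAD4 with RCA probe and DMSO and 100% = probe without PAD4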
Fam108B counter = blocks mouse Fam108B hydrolase in RBBP9 counter-screen; recombinant Fam108B, FP-Rh probe fluorescence polarization; inhibition, % at 9.51 µM; 300,000 compounds, 0.33% hits;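 active = inhibition above the screen mean inhibition plus 3 SD, computed separately per campaign, cut at about 18% in these data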;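 note: inhibitors lower polarization as less probe binds the enzyme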
TPT1 inh = inhibitors of Candida albicans tRNA 2'-phosphotransferase TPT1. recombinant caTPT1, FP RNA substrate dephosphorylation. 300,000 compounds, 0.81% hits. inhibition, % at 5 µM. AID 1962;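 active = inhibition above the mean of all tested compounds plus 3 SD, set per screening campaign, cut at about 24% in these data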;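 note: plate controls were DMSO alone for no effect and ferristatin control at 100 nM for full effect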
GSTO1 inh = counter-screen for RBBP9 inhibitors: inhibitors of human GSTO1. inhibition, % at 5.96 µM. 300,000 compounds, 1.1% hits. P78417. recombinant GSTO1, activity-based probe fluorescence polarization;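 active = inhibition above the campaign mean inhibition plus 3 SD, cut at about 35% in these data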;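 note: 0% = GSTO1-1 with DMSO and 100% = wells lacking GSTO1-1 enzyme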
MCL1-BIM inh = disrupts human MCL1 binding to BIM-BH3 peptide; AID 2057; 320,000 compounds, 0.68% hits; Q07820; GST-MCL1 / FITC-Bim-BH3 fluorescence polarization; inhibition, % at 10.9 µM;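 active = inhibition above the mean inhibition of all tested compounds plus 3 SD, set per campaign, cut at about 40% in these data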;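 note: 0% = DMSO wells and 100% = unlabeled Bim-BH3 peptide control; higher means more loss of mP so more displacement of Bim peptide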
* = called active by the depositor; / = not tested or not shown; & = joins results of further samples.

SMILES | BCLXL inh | PME-1 inh | MEX-5 binding | GLD-1 TGE inh | PAD4 inh | Fam108B counter | TPT1 inh | GSTO1 inh | MCL1-BIM inh
CCOc1ccc(NC(=O)CCNC(=O)c2ccco2)cc1 | -7 | 4 | -2.3 | -1 | -4 | 1 | 3 | 6 | -19
COCc1cc(C)[nH]c(=O)c1C#N | -5 | -1 | -1.7 | -2 | 3 | -1 | -1 | -3 | 1
O=C(CSc1nnc2ccc(-c3ccccn3)nn12)NCCc1ccccc1 | -1 | -1 | 0.1 | -4 | 5 | 5 | -2 | 3 | -4
COC(=O)C(Cc1cncn1COCc1ccccc1)NC(=O)OC(C)(C)C (configuration not stated) | 6 | 1 | -1.1 | 6 | -1 | -1 | -3 | -1 | 4
CC1CCc2nc(NC(=O)Cc3cccs3)sc2C1 (configuration not stated) | 4 | 2 | 0.8 | 7 | 0 | -4 | 0 | 3 | -2
CCCCNC(=O)c1cc(-c2ccc3c(c2)OCO3)on1 | 2 | 3 | 2.0 | -8 | -3 | -2 | -3 | 0 | 6
CCOC(=O)N1CCN(C(=O)CSc2ccc3nnc(-c4cccnc4)n3n2)CC1 | 7 | -5 | 1.3 | -4 | -10 | 0 | -2 | 2 | 4
COc1cc2c(cc1OC)C(C)N(C(=S)NC(=O)c1ccccc1)CC2 (configuration not stated) | 11 | 3 | -0.2 | -3 | -5 | -5 | -1 | 4 | 7
CC(=O)Nc1nc(Cn2nnc(-c3ccc4c(c3)OCO4)n2)nc(N(C)C)n1 | 1 | 0 | 1.1 | 9 | 4 | 5 | 3 | 0 | 3
COc1ccc2nc(C)cc(N/N=C/c3ccccc3)c2c1 | -3 | -5 | / | -8 | 3 | / | / | / | -3
Cc1nc(SCC(=O)Nc2cc(Cl)ccc2[N+](=O)[O-])nc(C)c1C | 0 | 3 | 1.7 | 2 | -2 | 4 | -4 | 14 | 4
CCOC(=O)CC1COCCN1C(=O)c1ccc2oc(Cc3ccccc3)nc2c1 (configuration not stated) | 3 | 5 | -0.9 | 4 | -2 | 1 | -1 | 3 | -7
CSc1nnc(-c2cc(Br)ccc2N=Cc2c(C)[nH]n(-c3ccccc3)c2=O)c(=O)[nH]1 | 8 | 2 | 3.3 | -2 | -11 | 1 | -5 | 5 | 11
O=C(CN1CCN(S(=O)(=O)c2ccccc2)CC1)Nc1ccccc1Cl | -1 | 0 | -0.7 | 4 | -4 | -1 | 0 | 4 | -1
COc1ccc(/C=N/NC(=O)Cn2cc(C(F)(F)F)ccc2=O)cc1 | 3 | 6 | -3.4 | 6 | 11 | 1 | -2 | 6 | -3
c1ccc2[nH]c(-c3ccnc4ccccc34)nc2c1 | -2&-4 | -1&0 | -2.0&0.3 | 0&-4 | -1&-4 | 5&-2 | -1&1 | -11&-2 | -7&-19
Cc1ccc(C(=O)/C=C\NCc2ccccc2)cc1 | 1 | 5 | 5.9 | 5 | -2 | 1 | 1 | -4 | 4
Nc1cc(N2CCCC2)ccc1[N+](=O)[O-] | 3 | -1 | 0.1 | -1 | 4 | -2 | 1 | 0 | 5
O=C(Cn1cc(CCO)nn1)N1CCNCC1 | 6 | 5 | -3.3 | 11 | -2 | -1 | -2 | 8 | 7
O=C(Nc1ccc(Oc2ccccc2)nc1)C1CCCCN1Cc1cccc(OCCO)c1 (configuration not stated) | 2 | -3 | -3.3 | -12 | -1 | -8 | 1 | 1 | -8
COc1ccc(CS(=O)(=O)CC(C)(O)c2ccccc2)cc1 (configuration not stated) | 2 | -2 | 0.2 | 2 | 5 | 0 | 0 | 7 | 7
N#Cc1ccc(-c2ccc(OCC(=O)NCCc3ccccc3)cc2)cc1 | 0 | 0 | -0.9 | 7 | 0 | -3 | 0 | -3 | 0
Cc1ccc(Sc2c([N+](=O)[O-])ncn2C)cc1 | 4 | -1 | -1.9 | 5 | 11 | 0 | -2 | -9 | 11
CCn1ncc(CN2CCN(C(=O)Nc3ccccc3C(=O)OC)CC2)c1C | 1 | -3 | 3.2 | 4 | 6 | 3 | 3 | 3 | 2
COc1ccccc1CNC(=O)COc1cccnc1[N+](=O)[O-] | -3 | 2 | 1.6 | -7 | -5 | 2 | 2 | 2 | -3
CCc1nc(C)c(C(=O)N2CCCC(C(=O)Nc3cccc(-c4cccc(C)c4)c3)C2)o1 (configuration not stated) | -2 | 5 | -3.1 | 2 | -6 | -2 | 2 | -6 | -9
O=C(N/C=C/c1ccco1)OCc1ccccc1 | -7 | -1 | 1.6 | 0 | 0 | 0 | 31* | 1 | 27
CCCc1[nH]nc2c1C(c1ccc(OC(=O)N3CCOCC3)cc1)C(C#N)=C(N)O2 (configuration not stated) | 7 | -3 | 2.0 | 2 | -1 | 2 | -5 | 3 | 7
COC(=O)[C@H](Cc1ccccc1)NC(=O)Nc1ccc(C)cc1 | 4 | -5 | -1.3 | -5 | 0 | -2 | 0 | 1 | -3
Cc1c(O)nc2ccccn2c1=O | 6 | 4 | 2.4 | 2 | 0 | 1 | -5 | 14 | 1
Cc1ccc(S(=O)(=O)N2CCCC2C(=O)OCc2ccco2)cc1 (configuration not stated) | 6 | 3 | -3.2 | 6 | -1 | -4 | 1 | 6 | 11
CCCCC(=O)N(Cc1ccc2c(c1)OCO2)Cc1nc2ccccc2c(=O)[nH]1 | 4 | 5 | -1.0 | 6 | 2 | 1 | -3 | 3 | 13
COCCCNC(=S)N1CCN(c2ccc([N+](=O)[O-])cc2)CC1 | -2 | 6 | 1.6 | -7 | -1 | 3 | 2 | -2 | 1
OCc1c[nH]c2ccccc12 | 1 | 1 | / | -8 | -1 | 9 | 2 | 5 | -39
COc1ccc(N2CC(C(=O)Nc3nc4ccc(OC)cc4s3)CC2=O)cc1 (configuration not stated) | 2 | -7 | -1.6 | 10 | -1 | 2 | -3 | 0 | 3
CCNC(=S)NNC(=O)Cc1ccccc1 | -18 | -4 | -1.5 | -11 | -10 | -3 | 1 | 0 | -10
COc1ccc(Cl)cc1NC(=O)c1cc(S(=O)(=O)N2CCCC2)cn1C | -2 | 0 | 0.7 | 0 | -2 | -3 | 4 | 1 | -5
COc1ccc(Cl)cc1NC(=S)NNC(=O)CC(C)C | 4 | -5 | 0.6 | 4 | 1 | 7 | -3 | 0 | 9
COCC(C)NC(=O)c1cccc(Cl)c1 (configuration not stated) | 2 | -8 | -3.1 | -2 | 4 | 0 | -5 | 3 | 0
Cc1cccc(C)c1NC(=O)CN(C)C(=O)C1CCCCC1 | 1 | -4 | / | -5 | 2 | / | / | / | 1
O=C(O)c1cc(Nc2nc(N3CCOCC3)nc(N3CCOCC3)n2)ccc1Cl | 0 | -3 | -1.1 | -4 | -2 | 2 | -2 | -6 | -2
CCOC(=O)C1=C(c2ccccc2)OC(N)=C(C#N)C1c1cccs1 (configuration not stated) | -1 | -2 | / | 6 | -1 | 1 | 0 | 1 | -5
COc1cc(S(=O)(=O)Nc2ccccc2)ccc1N=Cc1c(C)[nH]n(-c2ccc(C)cc2)c1=O | 11 | -14 | 2.0 | -1 | -1 | -9 | -2 | 9 | 7
CC1=C(C(=O)OC(C)C)C(c2cccs2)NC(=S)N1 (configuration not stated) | -2 | 5 | 1.6 | 7 | 1 | 4 | -1 | 0 | 9
CSc1nsc(/C=C/Nc2ccc(C)cc2)c1C#N | -14 | -4 | 1.9 | -6 | -16 | 2 | 31* | 9 | -24
O=c1ccc2cc(O)c(O)cc2o1 | 10 | -5 | -5.2 | 1 | 2 | 0 | -1 | 12 | 9
Cc1ccc(NC(=O)CN(C)C(=O)c2ccc(Cl)nc2)cc1 | 3 | -1 | -1.2 | -3 | -2 | 3 | 2 | 2 | 1
COCCCNc1nc2c(-c3ccc(C)cc3)nnn2c2ccccc12 | -3 | -2 | 1.9 | 15 | 3 | 4 | 2 | 0 | 0
COc1ccc(Cn2c(=S)[nH]c3cc(C(=O)NCc4cccnc4)ccc3c2=O)cc1 | -10 | -19 | 0.5 | -5 | -3 | -16 | 2 | 4 | -11
COc1ccc2nc(NC(=O)CSCc3c(C)noc3C)sc2c1 | 3 | 0 | -1.2 | 8 | 0 | -3 | -4 | -3 | 4
COc1cc(S(=O)(=O)Nc2ccccc2C)ccc1NC(=O)c1ccncc1 | -1 | -3 | -2.7 | 2 | -11 | 3 | 1 | 0 | -2
COCCNC(=S)N1CCC(NC(=O)c2ccco2)CC1 | 1 | -4 | 1.1 | 4 | -9 | -8 | -2 | 1 | -1
COC(=O)CSc1nc(C)c(Oc2ccccc2)c(=O)[nH]1 | -2 | -2 | 2.1 | -8 | -6 | 4 | 0 | -2 | -1
COC(=O)c1ccc2c(c1O)C(=O)c1ccccc1C2=O | 15 | 6 | -1.5 | 2 | -15 | 2 | -43 | 27 | 17
CCOc1cccc(-c2nnc(SCC(=O)NC3CC3)n2C)c1 | 0 | 6 | -0.3 | 3 | -4 | 4 | -5 | 4 | 1
CC(C)Cn1c(N)c(C(=O)COC(=O)c2cc(C3CC3)nc3ccccc23)c(=O)n(C)c1=O | 5 | -54 | / | 3 | -1 | -29 | -5 | -13 | 2
Cc1ccc(SCCNS(=O)(=O)c2ccc3c(c2)OCCO3)cc1 | 4 | 1 | 1.0 | 0 | -5 | -4 | -1 | 7 | -1
COc1cc2c(cc1NC(=O)COC(=O)/C=C/c1ccc([N+](=O)[O-])cc1)oc1ccccc12 | 1 | 1 | -5.0 | 13 | 0 | 0 | 3 | 2 | -4
CS(=O)(=O)Nc1nnc(C2CCCC2)s1 | 3 | -2 | 0.3 | -6 | -6 | -1 | -2 | 6 | 2
O=C(CSc1nc2ccccc2c(=O)[nH]1)N1CCN(c2ccccc2F)CC1 | 8 | 3 | -2.0 | 5 | 2 | -5 | -6 | 1 | 10

(cont.)
SMILES | BCLXL inh | PME-1 inh | MEX-5 binding | GLD-1 TGE inh | PAD4 inh | Fam108B counter | TPT1 inh | GSTO1 inh | MCL1-BIM inh
Cc1ccc(S(=O)(=O)NCCOc2nc(N(C)C)nc(N3CCOCC3)n2)cc1 | 4 | -4 | -0.9 | 5 | -2 | -1 | -2 | 5 | 2
CN(Cc1ccccc1)C(=O)COC(=O)C1=NNC(=O)CC1 | -1 | -4 | 1.0 | 0 | -3 | 4 | -2 | -4 | -5
Cc1ccc(C)c(NC(=O)CSc2nnc(CNC(=O)c3ccco3)o2)c1 | 0 | -1 | / | 5 | -3 | 0 | -5 | 5 | 0
COc1ccc(N2C(=O)NC3CC2(C)Oc2ccccc23)cc1OC (configuration not stated) | 7 | -2 | 3.9 | 8 | -3 | -2 | -4 | 4 | 7
Cc1ccc(NS(=O)(=O)c2ccccc2F)cc1S(=O)(=O)N1CCCCC1 | 4 | 11 | / | -2 | 0 | / | / | / | 4
N#Cc1nc(-c2ccco2)oc1NCCc1ccccc1 | 0 | 2 | 0.5 | -3 | -3 | 4 | -5 | 7 | 1
c1ccc(-n2nnnc2-c2cnc(-c3cccnc3)nc2-c2cccs2)cc1 | 5 | 11 | -1.9 | 6 | -4 | 3 | -1 | -9 | 4
C/C(=N\OC(=O)c1ccc(Br)cc1)c1ccccn1 | -4 | -1 | -3.3 | 6 | -5 | 1 | -3 | -5 | 0
COc1ccc(CCNC(=O)c2nnn(CC(=O)Nc3ccc(C)cc3C)c2N)cc1OC | -11 | -15 | 1.9 | -7 | 0 | 5 | 1 | 12 | -17
C=COCCn1c(=N)n(CCC)c2ccccc21 | 4 | 5 | -0.3 | -1 | -4 | 7 | 0 | 2 | 2

These rows are one share of the data. The share of hits here may be higher or lower than overall.
